# High-throughput results: PubChem BioAssay, National Center for Advancing Translational Sciences (NCATS)
# FLuc modulator: firefly luciferase modulation, counter-screen for miR-21 project. purified FLuc, Km substrates, luminescence inhibition. Potency, µM (highest dose often 57.5 µM), inactives show at the highest dose activity change, negative = inhibition, actives largely listed as inhibitors. 360,000 compounds, 6.9% hits. AID 588342;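 also: plate controls were vehicle for no effect and reference inhibitor for full effect; nearly all actives have a fitted effect of over 55% in size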
# Target sequence (P08659 whole entry, looked up): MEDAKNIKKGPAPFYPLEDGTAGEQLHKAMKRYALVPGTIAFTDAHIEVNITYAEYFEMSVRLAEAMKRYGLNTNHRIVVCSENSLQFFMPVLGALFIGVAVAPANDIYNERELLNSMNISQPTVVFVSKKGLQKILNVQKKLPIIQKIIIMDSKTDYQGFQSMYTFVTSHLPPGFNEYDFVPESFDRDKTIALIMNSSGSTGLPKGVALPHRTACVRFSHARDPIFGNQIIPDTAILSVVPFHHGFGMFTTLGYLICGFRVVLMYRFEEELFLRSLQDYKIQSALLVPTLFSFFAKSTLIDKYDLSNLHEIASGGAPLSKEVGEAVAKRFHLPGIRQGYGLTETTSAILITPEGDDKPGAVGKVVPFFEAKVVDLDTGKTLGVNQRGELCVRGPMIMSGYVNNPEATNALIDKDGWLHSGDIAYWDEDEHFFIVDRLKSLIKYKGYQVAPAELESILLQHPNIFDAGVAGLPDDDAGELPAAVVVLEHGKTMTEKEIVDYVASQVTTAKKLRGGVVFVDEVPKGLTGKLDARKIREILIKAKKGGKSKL
#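 Purified P. pyralis luciferase (10nM final) with 10uM D-luciferin and 10uM ATP (Km levels) in 50mM Tris acetate pH 7.5, 10mM Mg acetate, 0.01% Tween-20, 0.05% BSA; qHTS 6-point titration, ~60 µM downward; luminescence read.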
# RORgamma inh: inhibitors of mouse ROR gamma transcriptional activity; P51450; Drosophila S2 Gal4-RORgamma UAS-luciferase reporter, 20 h; Potency, µM (titrated, usually from 53.6 µM), for the others: at the highest dose activity change, negative = inhibition, usual class: inhibitors; 310,000 compounds, 5.4% hits; also: % is scaled to controls: 0 for no effect and ±100 for the full control effect; nearly all actives have a fitted effect of over 60% in size
# Target sequence (P51450 whole entry, looked up, the tested form may be a part): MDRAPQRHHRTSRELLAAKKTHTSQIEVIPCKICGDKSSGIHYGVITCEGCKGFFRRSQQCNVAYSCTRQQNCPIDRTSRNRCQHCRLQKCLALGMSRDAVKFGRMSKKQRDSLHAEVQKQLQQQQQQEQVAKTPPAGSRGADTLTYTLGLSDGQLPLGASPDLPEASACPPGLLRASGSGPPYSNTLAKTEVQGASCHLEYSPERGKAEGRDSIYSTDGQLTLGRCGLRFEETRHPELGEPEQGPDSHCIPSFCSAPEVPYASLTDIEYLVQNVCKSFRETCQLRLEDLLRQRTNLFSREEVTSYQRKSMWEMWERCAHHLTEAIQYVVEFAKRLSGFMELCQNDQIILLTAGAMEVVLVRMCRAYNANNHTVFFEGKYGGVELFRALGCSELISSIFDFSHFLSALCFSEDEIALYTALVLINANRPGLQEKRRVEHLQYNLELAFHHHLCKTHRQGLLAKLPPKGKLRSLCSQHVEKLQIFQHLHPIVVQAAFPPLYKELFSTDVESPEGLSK
#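 Stable Schneider cell line, Gal4 DNA-binding domain fused to ROR gamma, UAS-luciferase. Cmpd 1 hr RT → CuSO4 700 uM final → 20 hr RT → luciferase reagent 10 min → luminescence.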
# Rab9 promoter act: activators of Rab9 promoter. AID 485297. Potency, µM (top dose mostly 9.22 µM), for the others: at the top dose activation, negative = inhibition, actives largely listed as activators. Huh7 Rab9 promoter-luciferase reporter, luminescence, 24 h. 320,000 compounds, 2.8% hits; also: % of control where 0% means no effect; nearly all actives have a fitted effect of over 60% in size
#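 Rab9 promoter-driven luciferase in stably transfected Huh7 cells; 1500 cells/well rested 2 h, exposed to compound in DMSO for 24 h at 37 °C, 5% CO2. Luminescence read 10 min after adding luciferase reagent at ambient temperature.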
# p53 reactivation: re-activators of mutant p53; AID 504706; H1299 p53-A138V BP100-luciferase reporter, luminescence, 24 h; Potency, µM (highest dose often 92.2 µM), without a hit: top-dose activity change, positive = activation, usual class: activators; 320,000 compounds, 0.063% hits; also: % of control where 0% means no effect; nearly all actives have a fitted effect of over 45% in size
#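 p53-null H1299 cells stably carrying temperature-sensitive p53-A138V and a BP100-luciferase reporter were pinned with compounds (4-point, 1:5 series) and held 24 hrs at 37 deg C. Luminescence was read 10 min after detection reagent.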
# BRCA1 expr act: BRCA1 expression activation; Potency, µM (highest dose often 46.1 µM), inactives show top-dose activation, usual class: activators; MCF7-BRCA1-FFLuc reporter, luminescence, 48 h; response scale: scaled: vehicle 0%, 10 µM genistein 100%; AID 624202; 380,000 compounds, 1.1% hits; also: nearly all actives have a fitted effect of over 80% in size; some results filed as inactive show a strong effect at the top dose
#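 Activators of BRCA1 expression were detected as increased firefly luciferase luminescence in engineered MCF7 cells after 48 h compound incubation. Signals were scaled to genistein 10 microM as full activation.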
# uPA surface inh: inhibitors of cell surface uPA generation | 330,000 compounds, 0.31% hits | Potency, µM (series often up to 38.3 µM), for the others: at the top dose activity change, negative = inhibition, hits mostly inhibitors | cell surface uPA generation assay, qHTS | AID 540303; active = well fitted inhibition curve with a large enough effect; inconclusive = small, poorly fitted or top-dose-only effect; inactive = no such curve, though single readings can be large or run the other way; tested in mouse RAW 264.7 cells; also: % is scaled to controls: 0 for no effect and ±100 for the full control effect; nearly all actives have a fitted effect of over 55% in size
# Gal4-VP16 FLuc: Gal4-VP16 reporter inhibition counter-screen | Drosophila S2 Gal4-VP16 UAS-luciferase, luminescence, 20 h | Potency, µM (doses to about 53.6 µM), without a hit: at the top dose activity, negative = inhibition, hits mostly inhibitors | 310,000 compounds, 3.5% hits | AID 2546;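 also: Gal4-VP16 expression switched on by copper sulfate through the metallothionein promoter; % is scaled to controls: 0 for no effect and ±100 for the full control effect; nearly all actives have a fitted effect of over 50% in size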
# NPC1 prom act: activators of NPC1 promoter. Huh7 NPC1 promoter luciferase reporter, 24 h. Potency, µM (highest dose often 9.22 µM), without a hit: at the top dose activation, usual class: activators. 320,000 compounds, 2.4% hits. AID 485313;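 also: % of control where 0% means no effect; nearly all actives have a fitted effect of over 60% in size; reporter is driven by a mutant NPC1 promoter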
#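 Luciferase expression driven by the NPC1 promoter was measured in stably transfected Huh7 cells after a 24 h compound incubation, using a luciferase reagent and a luminescence read.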
# MBNL1-CUG inh: MBNL1-poly(CUG) RNA binding inhibition. Q9NR56. TR-FRET MBNL1-His/biotin-(CUG)12 binding, 665/545 ratio. Potency, µM (highest dose often 57.5 µM), for inactives: top-dose activity change, negative = inhibition, most hits filed as inhibitors. 280,000 compounds, 0.036% hits; active = well fitted inhibition curve with a large enough effect in the signal ratio, with a control signal flat, not every such curve was filed as active; inconclusive = small, poorly fitted or top-dose-only effect, or effect the other way, or a change in a side signal; inactive = no such curve, though single readings can be large or run the other way; the % refers to the signal ratio; also: % is scaled to controls: 0 for no effect and ±100 for the full control effect
#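 TR-FRET readout: Ex 340 nm, 665/545 nm emission ratio, normalized to buffer-only (basal) and MBNL1-(CUG)12 controls. Complex of MBNL1-His with Biotin-(CUG)12, compounds 92 nM–58 uM, incubated 60 min at room temperature.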
# ELG1 genotox: induces genotoxicity in HEK293T cells with luciferase-tagged ELG1. HEK293T ELG1-luciferase reporter, luminescence, 16 h. Potency, µM (top dose mostly 46 µM), for the others: at the highest dose activity change, positive = activation, actives largely listed as activators. 330,000 compounds, 1.3% hits; also: % of control where 0% means no effect; nearly all actives have a fitted effect of over 60% in size
#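 Step 1: seed 2,000 HEK293T ELG1-luciferase cells per well. Step 2: add compound or DMSO, incubate 16 hr at 37 °C. Step 3: ONE-Glo, 30 min at room temperature, read luminescence.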
# * marks the source's active call; other numbers are inactive results; ? = inconclusive; . = not tested or not shown; [ ] = another dose, or the depositor's remark. Unless noted, calls follow the shape of the dose curve; as a rule, active = well fitted curve in the direction sought with a large enough effect; inconclusive = small, poorly fitted or top-dose-only effect, or another doubt; inactive = no such curve, though single readings can be large; an effect the other way counts as inactive or inconclusive. Potency is read from the fitted curve at half-maximal effect.
SMILES,FLuc modulator,RORgamma inh,Rab9 promoter act,p53 reactivation,BRCA1 expr act,uPA surface inh,Gal4-VP16 FLuc,NPC1 prom act,MBNL1-CUG inh,ELG1 genotox
COc1ccc(CCNC(=O)Oc2ccccc2)cc1OC,2%,-10%,-2%,11%,-25%,-1%,-3%,1%,-8%,-1%
O=C(CSc1nn(-c2ccc(F)cc2)c(=S)s1)NCC1CCCO1 (stereo not given),-1%,8%,-2%,-1%,-12%,-7%,-10%,-1%,0%,-5%
O=C(NCC(c1cccs1)N1CCOCC1)c1ccccc1NS(=O)(=O)c1ccc(Cl)c([N+](=O)[O-])c1 (stereo not given),6%,?,-1%,12%,-32%,?,?,-3%,1%,-12%
COc1ccc(/C=C(/NC(=O)c2ccccc2)C(=O)Nc2cccc(C(=O)O)c2)cc1,-1%,-29%,2%,2%,-25%,-1%,-11%,7%,0%,3%
CCNC(=O)CN1c2cccc3cccc(c23)S1(=O)=O,0%,-2%,3%,-5%,-3%,1%,-9%,0%,18%,1%
CCNC(=O)CN1C(=O)NC(Cc2ccccc2)(Cc2ccccc2)C1=O,2%,10%,-11%,-1%,1%,3%,1%,2%,-4%,-13%
COc1cc2nc(CN(C)Cc3ccc(Cl)cc3)[nH]c(=O)c2cc1OC,-1%,-16%,-5%,-1%,-25%,6%,6%,-5%,1%,-2%
O=C(CCNC(=O)C1CCN(S(=O)(=O)c2ccccc2)CC1)NCc1cccc(Cl)c1,3%,18%,3%,3%,0%,5%,-6%,1%,2%,-4%
Cc1nnc(NC(=O)CSc2ncc(-c3ccccc3)[nH]2)s1,?,9%,0%,5%,5%,0%,10%,-3%,-3%,4%
COc1ccccc1CCC(=O)OCC(=O)Nc1ccc(C)c(S(=O)(=O)N2CCCCC2)c1,-2%,.,-2%,-4%,-2%,1%,.,-2%,.,0%
Nc1ccc(C(=O)N2CCN(S(=O)(=O)c3ccc4c(c3)OCCCO4)CC2)cc1[N+](=O)[O-],4%,.,-1%,-10%,-20%,?,.,-4%,.,1%
Cc1cc2occ(CC(=O)N(C)CC(=O)Nc3ccccc3C(F)(F)F)c2cc1C,.,.,-3%,-3%,3%,4%,.,-1%,.,-3%
CCN(CC)c1ccc(/C=C2\C(=N)N3N=C(CC(=O)N4CCOCC4)SC3=NC2=O)cc1,27µM*,?,4%,1%,1%,16%,4%,24%,25%,10%
O=C(Nc1ccc(NC(=O)C2CCCCC2)nc1)c1ccco1,?,32%,27%,?,49%,-2%,22%,?,2%,8%
CC(C)Oc1nc(-c2ccc(Cl)cc2)nc2ccccc12,3%,-25%,-3%,11%,-45%,15%,-4%,1%,-10%,-2%
O=C(O)C1CCN(c2nc(-c3ccccc3)c3cc(Br)ccc3n2)CC1,-1%,-29%,-3%,7%,-7%,-3%,-4%,-1%,133%[activator],-5%
CCCCCNc1nc(-c2ccccc2)cs1,1.9µM*,12%,2.8µM*,?,.,.,?,4µM*,-4%,7.3µM*
CCOC(=O)C1=C(c2ccccc2)NC(=O)NC1c1ccsc1 (stereo not given),4%,28%,5%,.,-8%,-2%,10%,0%,0%,-2%
O=C(CCS(=O)(=O)c1ccccc1)NNC(=O)CSc1ccccc1F,.,.,.,2%,-5%,-1%,.,.,.,0%
Cc1cnc(NC(=O)C2CC(=O)N(c3cccc(Cl)c3)C2)s1 (stereo not given),0%,-18%,-37%[inhibitor],9%,-2%,-1%,8%,25%,4%,-15%
O=C(NNC(=O)C1CCN(S(=O)(=O)c2ccc(Cl)cc2)CC1)c1ccccc1O,-1%,.,-6%,-2%,-48%,-30%,.,1%,.,1%
Cc1cccc(OCCn2c(-c3ccco3)nc3ccccc32)c1,?,16µM*,6%,3%,61%,-5%,-2%,4%,-11%,1%
CCOc1cc(/C=N\Nc2ccc([N+](=O)[O-])cc2)ccc1OCC(=O)Nc1ccc(C)c(C)c1,0%,10%,-2%,-5%,-31%,-8%,-1%,-4%,1%,?
O=C(COC(=O)c1ccco1)c1ccccc1,6µM*,-4%,0%,3%,34%,2%,1%,-7%,-10%,?
COc1ccc(NC(=O)CN(C)C(=O)C(C)N2C(=O)c3ccccc3C2=O)cc1 (stereo not given),2%,.,-1%,3%,-7%,6%,.,-3%,.,0%
Cn1cc(C(=O)c2ccccc2C(=O)O)cc1C(=O)C(Cl)(Cl)Cl,1%,3%,-3%,-6%,10%,7%,2%,-4%,0%,-1%
CCC1CCCCN1CCCNC(=O)Cn1ncn2nc(-c3ccc(OC)cc3)cc2c1=O (stereo not given),24µM*,-3%,?,14%,-9%,-10%,0%,0%,-9%,?
COc1ccc(/C=C/C(=O)O)cc1S(=O)(=O)N1CCc2ccccc2C1,-6%,3%,3%,-2%,0%,-6%,-4%,1%,-8%,-3%
CC(=O)/C=C(\C)Nc1ccccc1O,5%,-11%,-1%,?,-39%,7.9µM*,-3%,-7%,23%,5%
Cc1ccc(-n2nc(C)c(C(=O)N3CCN(C(=O)c4ccco4)CC3)c2-n2cccc2)cc1,2%,16%,-5%,2%,-23%,0%,0%,-2%,1%,2%
Clc1ccc(SCc2cn3ccccc3n2)cc1,9.5µM*,8.9µM*,2.5µM*,1%,5.6µM*,-2%,-12%,?,-7%,?
CCN(CC(=O)Nc1cccc(S(=O)(=O)N(C)c2ccccc2)c1)Cc1cccs1,5%,.,2%,12%,-40%,-6%,.,-3%,.,-12%
CN(C)CCn1c2c(c(SCC(=O)Nc3ccc4c(c3)OCCO4)nc1=O)CCC2,-1%,.,-3%,0%,-27%,-23%,.,2%,.,-1%
C[C@@H](NC(=O)c1nc[nH]c1C(=O)N[C@@H](Cc1ccccc1)C(=O)OC(C)(C)C)c1ccccc1,-2%,4µM*,-1%,-3%,-47%,-16%,7.1µM*,-1%,2%,-7%
COc1ccc(S(=O)(=O)N2CCCCCC2)cc1C(=O)N(C)CC(=O)Nc1ccccc1Br,0%,.,0%,0%,-19%,-16%,.,-1%,.,-6%
CCc1cc2c(cc3c(=O)n(CC(=O)NCCCN4CCCCCC4)nc(CC)n32)s1,0%,-30%,-7%,18%,12%,-5%,0%,5%,5%,6%
CCC(=O)c1ccccc1OCCCN1CCC(Cc2ccccc2)CC1,6%,.,-2%,.,-40%,-7%,.,-9%,1%,-15%
COCCNc1cc(C)nc2c(-c3ccccc3OC)c(C)nn12,-10%,-12%,2%,0%,-2%,16%,2%,-1%,-1%,0%
Cc1ccc2oc(=O)c3cnn(CC(=O)N4CCc5ccccc5C4)c3c2c1,1%,-9%,-5%,-2%,0%,-7%,9%,-2%,10%,-1%
CSC(=NC(C)c1ccccc1)NS(=O)(=O)c1cccs1 (stereo not given),0%,5%,-1%,-1%,-19%,0%,0%,-5%,-6%,-3%
CC(=C1C(=O)c2ccccc2C1=O)N1CCN(CCN=CC2=C(O)CC(C)(C)CC2=O)CC1,-3%,0%,-6%,10%,-25%,-2%,-3%,-1%,33%[activator],0%
CCc1nn(CC(=O)NC(C)CCc2ccccc2)c(=O)c2cc3occc3n12 (stereo not given),1%,1%,6%,3%,-9%,5%,1%,0%,-4%,0%
Cn1c(C(=O)N2CCN(c3ccc(F)cc3)CC2)cc2ccccc21,-9%,13%,-3%,-10%,-13%,-5%,7%,-3%,2%,0%
CN(C)c1ccc(NS(=O)(=O)c2cccc(Cl)c2)cc1,-1%,18%,-2%,-1%,-23%,4%,-8%,1%,?,0%
CC(=O)Nc1ccc(CN2CCCCCCC2)cc1,-1%,-41%,1%,2%,-1%,3%,-10%,1%,-3%,1%
C[C@@H](C(=O)N1CCN(C(=O)OC(C)(C)C)CC1)n1cc(CCCN=C(NC(=O)OC(C)(C)C)NC(=O)OC(C)(C)C)nn1,0%,17%,-2%,4%,0%,13%,-7%,-4%,-11%,0%
CCN(CC)C(=O)Cn1cc(SCC(=O)NC)c2ccccc21,3%,-3%,-1%,-3%,10%,-3%,2%,-6%,0%,-3%
COc1ccc(NC(=O)C=C(C)C)cc1Cl,12µM*,-15%,.,.,?,-16%,5%,.,-1%,.
Cc1cc2ncc(-c3ccc(Cl)cc3)cn2n1,2.7µM*,4%,1.4µM*,10%,?,-2%,-4%,3.5µM*,14%,?
COc1cccc(C(=O)Nc2cc(=O)n(C)c(=O)n2C)c1,-2%,-25%,2%,0%,0%,-7%,1%,-4%,6%,2%
CC(C)[C@H](NS(=O)(=O)c1ccc2c(c1)OCCO2)C(=O)OCC(=O)Nc1ccccc1,-2%,25%,1%,?,8%,-5%,20%,1%,.,2%
COc1ccc(OCC(=O)Nc2ccc(S(=O)(=O)Nc3cc(C)on3)cc2)cc1,?,.,-1%,-5%,-8%,14%,.,-1%,.,1%

# BRCA1 expr act: entries above that show a hit
Compound	RORgamma inh	Rab9 promoter act	p53 reactivation	BRCA1 expr act	uPA surface inh	NPC1 prom act
Clc1ccc(SCc2cn3ccccc3n2)cc1	8.9µM*	2.5µM*	1%	5.6µM*	-2%	?

# Not a hit list; overall some 13% were active at least once.
